Compound activity as filed in PubChem BioAssay.
Fam108B counter: mouse Fam108B serine hydrolase inhibitors, primary screen, counter-screen for RBBP9 inhibitor project, biochemical, fluorescence polarization; inhibition, % at 9.51 µM; AID 1947, 2009; recombinant Fam108B, FP-Rh probe fluorescence polarization; actives 0.33% (n = 300,000);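 active = inhibition above the screen mean inhibition plus 3 SD, computed separately per campaign, cut at about 18% in these data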;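 note: inhibitors lower polarization as less probe binds the enzyme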
GLD-1 TGE inh: GLD-1/TGE RNA complex disruptors, primary screen, biochemical, fluorescence polarization | inhibition, % at 5.96 µM | Female germline-specific tumor suppressor gld-1 (Caenorhabditis elegans), Q17339 | actives 0.44% (n = 320,000) | purified GLD-1 + fluorescein TGE RNA;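 active = percent inhibition above a per-plate cutoff, the plate mean of test compounds plus 3 SD, cut at about 30% in these data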;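 note: 0% = DMSO wells with GLD-1 and probe and 100% = wells lacking GLD-1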
GSTO1 inh: inhibitors of recombinant GSTO1, primary screen, counter-screen for RBBP9 inhibitor project, biochemical, fluorescence polarization | Glutathione S-transferase omega-1 (Homo sapiens), P78417 | activity-based probe fluorescence polarization | inhibition, % at 5.96 µM | actives 1.1% (n = 300,000) | AID 1974, 2009;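 active = inhibition above the campaign mean inhibition plus 3 SD, cut at about 35% in these data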;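 note: 0% = GSTO1-1 with DMSO and 100% = wells lacking GSTO1-1 enzyme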
Target sequence (P78417 whole entry, looked up): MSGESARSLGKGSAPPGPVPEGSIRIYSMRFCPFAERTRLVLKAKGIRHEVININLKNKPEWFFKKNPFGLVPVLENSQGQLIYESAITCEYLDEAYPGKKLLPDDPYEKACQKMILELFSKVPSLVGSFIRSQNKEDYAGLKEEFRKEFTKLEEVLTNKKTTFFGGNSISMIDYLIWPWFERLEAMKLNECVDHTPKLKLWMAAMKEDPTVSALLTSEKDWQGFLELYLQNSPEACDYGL
MCL1 BIM primary: inhibitors of MCL1 binding to BIM-BH3, primary screen, biochemical, fluorescence polarization | Induced myeloid leukemia cell differentiation protein Mcl-1 (Homo sapiens), Q07820 | GST-MCL1 / FITC-Bim-BH3 fluorescence polarization | inhibition, % at 10.9 µM | actives 0.68% (n = 320,000) | AID 2057, 2009;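 active = inhibition above the mean inhibition of all tested compounds plus 3 SD, set per campaign, cut at about 40% in these data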;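 note: 0% = DMSO wells and 100% = unlabeled Bim-BH3 peptide control; higher means more loss of mP so more displacement of Bim peptide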
Target sequence (Q07820 whole entry, looked up): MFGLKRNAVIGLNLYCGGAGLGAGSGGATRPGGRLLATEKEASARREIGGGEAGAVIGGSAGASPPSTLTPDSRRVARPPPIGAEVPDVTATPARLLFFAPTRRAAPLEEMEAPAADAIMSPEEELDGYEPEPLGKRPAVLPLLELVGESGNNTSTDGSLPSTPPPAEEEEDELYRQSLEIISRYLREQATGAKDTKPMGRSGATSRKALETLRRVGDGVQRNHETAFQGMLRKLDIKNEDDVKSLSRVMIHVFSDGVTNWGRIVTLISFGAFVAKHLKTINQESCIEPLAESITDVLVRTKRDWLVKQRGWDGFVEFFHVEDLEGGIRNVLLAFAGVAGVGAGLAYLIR
PAD4 FP inh: human PAD4 inhibitors, primary screen, biochemical, fluorescence polarization, 1536-well format. recombinant PAD4, RCA probe fluorescence polarization. inhibition, % at 6.36 µM. actives 0.41% (n = 330,000). AID 485272, 2010;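 active = percent inhibition above a cutoff equal to the mean of all tested compounds plus 3 SD, cut at about 15% in these data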;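 note: 0% = PAD4 with RCA probe and DMSO and 100% = probe without PAD4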
PME-1 primary: PME-1 inhibitors via competitive probe labeling, primary screen, biochemical, fluorescence polarization, FP-Rh probe, HTS; Protein phosphatase methylesterase 1 (Homo sapiens), Q9Y570; recombinant PME-1; inhibition, % at 5.9 µM; actives 0.53% (n = 320,000); AID 2130, 2009;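 active = inhibition above the campaign mean of all compounds plus 3 SD, cut at about 26% in these data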;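 note: competitive labeling of PME-1 active site by serine hydrolase directed probe; 0% = PME-1 with DMSO and 100% = wells lacking PME-1 enzyme; inhibitors block probe labeling so polarization falls and inhibition rises; many of its hits are not listed in these tables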
Target sequence (Q9Y570 whole entry, looked up): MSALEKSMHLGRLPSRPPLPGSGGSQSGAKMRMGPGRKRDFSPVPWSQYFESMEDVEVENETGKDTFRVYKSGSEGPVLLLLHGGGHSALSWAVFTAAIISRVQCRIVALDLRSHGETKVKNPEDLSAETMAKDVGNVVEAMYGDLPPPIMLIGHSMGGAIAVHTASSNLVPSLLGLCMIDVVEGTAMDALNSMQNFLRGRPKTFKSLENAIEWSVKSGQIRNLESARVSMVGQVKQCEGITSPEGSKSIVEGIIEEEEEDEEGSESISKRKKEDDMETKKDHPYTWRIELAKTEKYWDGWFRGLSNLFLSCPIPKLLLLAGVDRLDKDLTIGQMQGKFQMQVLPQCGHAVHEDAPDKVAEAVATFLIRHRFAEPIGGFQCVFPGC
BCLXL inh: inhibitors of human Bcl-xL, primary screen, biochemical, fluorescence polarization, HTS; inhibition, % at 10.9 µM; AID 2129, 2009; GST-Bcl-xL / FITC-Bim BH3 peptide fluorescence polarization; actives 0.7% (n = 320,000); Bcl-2-like protein 1 (Homo sapiens), Q07817;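 active = inhibition above the mean of all tested compounds plus 3 SD, cutoff set per campaign, cut at about 30% in these data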;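 note: 0% = DMSO wells and 100% = unlabeled Bim-BH3 peptide competitor; inhibitors lower millipolarization by displacing the labeled peptide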
TPT1 inh: Candida albicans TPT1 enzyme inhibitors, primary screen, biochemical, fluorescence polarization. tRNA 2'-phosphotransferase TPT1 (Candida albicans SC5314). recombinant caTPT1, FP RNA substrate dephosphorylation. inhibition, % at 5 µM. actives 0.81% (n = 300,000). AID 1962, 2009;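 active = inhibition above the mean of all tested compounds plus 3 SD, set per screening campaign, cut at about 24% in these data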;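 note: plate controls were DMSO alone for no effect and ferristatin control at 100 nM for full effect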
MEX-5 binding: MEX-5 zinc finger RNA-binding disruptors – biochemical, C. elegans, fluorescence polarization, MLPCN library, primary screen; actives 0.38% (n = 300,000); MEX-5/FITC-TCR2 RNA binding; active compounds read low; Zinc finger protein mex-5 (Caenorhabditis elegans), Q9XUB2; activity score (negative = inhibition of binding), % at 10 µM;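 active = inhibition past about -25% in most replicates, and total fluorescence under double the plate's negative control median, limit read from the data; inconclusive = replicates evenly split on the limit, or fluorescence at least double controls; inactive = too little inhibition in most replicates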;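 note: 0% = DMSO and -100% = 5 µM competing unlabeled TCR2 RNA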
The depositor's hits bear a star; ? = inconclusive; / = not tested or not shown. These rows are one share of the data, so the mix of outcomes need not match the whole.

Values in the order: MCL1 BIM primary | MEX-5 binding | BCLXL inh | PME-1 primary | GSTO1 inh | TPT1 inh | PAD4 FP inh | Fam108B counter | GLD-1 TGE inh
N#Cc1c(NC(=O)CCN2C(=O)c3ccccc3C2=O)oc(-c2ccccc2)c1-c1ccccc1
→ -1 | -0.5 | 6 | -9 | -4 | -4 | -8 | 3 | 6
CCOc1ccc(-c2csc(NC(=O)c3cccc(N4C(=O)CCC4=O)c3)n2)cc1
→ -4 | 0.5 | 1 | 6 | -15 | -3 | -1 | -1 | 6
CCN(Cc1ccc(OC)c(F)c1)C(=O)c1cc2ccccc2o1
→ -12 | 4.3 | -2 | -1 | -4 | 0 | -4 | -2 | 0
C[N+]1(CCN2C(=O)C3CC=C(Cl)CC3C2=O)CCOCC1 (stereo not drawn)
→ -3 | -0.3 | -2 | -3 | 1 | -2 | -1 | 2 | -1
COC(=O)CCCC(=O)NCC1(N(C)Cc2ccccc2)Cc2ccccc2C1
→ 12 | -0.5 | 3 | -2 | 3 | -3 | -3 | -5 | 6
CCC(C)(C)C1CCC2(CC1)NC(=O)N(CC(=O)NCCOc1ccccc1)C2=O (stereo not drawn)
→ -13 | / | -5 | -5 | / | / | -3 | / | 6
CCS(=O)(=O)NCc1csc(C)n1
→ 1 | 0.8 | 0 | -5 | 4 | -3 | 1 | -6 | -2
O=C(N/N=C/c1ccncc1)c1ccc(COc2cccc3cccnc23)cc1
→ 10 | 2.8 | 4 | 1 | -7 | 0 | -7 | -6 | 2
CCCC(=O)Nc1ccccc1NC(=O)c1ccc(OC)cc1
→ -1 | -2.5 | 4 | 1 | 0 | -1 | 2 | 5 | 7
O=C(c1ccc(F)cc1)N1CCN(C2CCC(c3ccccc3)CC2)CC1 (stereo not drawn)
→ 10 | ? | 2 | 5 | 4 | 2 | 0 | -2 | 7
CC(C(=O)NCC1CCCCC1)N(C)Cc1ccc(Cl)cc1 (stereo not drawn)
→ 3 | 1.5 | 6 | 1 | 6 | -2 | -5 | 2 | -1
CCN(CC)C1CCN(Cc2c(C(=O)N3CCCCCCC3)nc3ccc(Cl)cn23)C1 (stereo not drawn)
→ 20 | -7.2 | 22 | 1 | 0 | -1 | -1 | 6 | 8
COc1ccccc1NC(=O)CN(c1ccc(C23CC4CC(CC(C4)C2)C3)cc1)S(C)(=O)=O
→ -4 | -0.9 | -6 | -3 | -6 | -2 | -3 | -10 | -4
COCCNC(=O)c1ccc2c(c1)nc(C)n2-c1cc(OC)c(OC)c(OC)c1
→ 1 | 0.4 | 7 | 2 | -3 | 2 | -7 | -1 | 3
CCCn1nc(C(=O)Nc2ccc3c(c2)OCCO3)c2ccccc2c1=O
→ 3 | / | 5 | 4 | / | / | 1 | / | -1
CC1=C(C)C(=O)OC(C(C)C2CCC3C4CC=C5CC(OC6OC(COC7OC(CO)C(O)C(O)C7O)C(O)C(O)C6O)CC(O)C5(C)C4CCC23C)C1 (stereo not drawn)
→ 0 | 4.6 | 1 | 1 | -2 | -4 | -2 | -5 | 8
CCN(C(=O)CSc1nnc(C)n1-c1cccc(C)c1)C1CCS(=O)(=O)C1 (stereo not drawn)
→ 1 | / | -4 | 0 | / | / | 4 | / | -1
O=C(O)/C=C/C(=O)NNC(=O)c1ccccc1Br
→ 5 | -0.7 | 2 | 1 | 4 | 1 | 1 | 0 | 0
CC1(C)CC(=O)C(C=NCCN2CCN(C3CC(=O)N(c4ccc(F)cc4)C3=O)CC2)=C(O)C1 (stereo not drawn)
→ 0 | -0.9 | 5 | -6 | 2 | 1 | -2 | 1 | 3
CC1Cc2cc(S(=O)(=O)NCCc3ccccc3)ccc2N1C(=O)C1CC1 (stereo not drawn)
→ -1 | 2.1 | 1 | 9 | 24 | -2 | 6 | 0 | -1
COc1cccc(NC(=O)CN2C(=O)C3(OCCCO3)c3ccccc32)c1
→ 4 | 0.3 | -1 | -5 | 0 | -5 | -3 | -3 | 10
COc1cc(NC(=O)CN(C)CCOc2ccccc2)c(C)cc1[N+](=O)[O-]
→ 6 | -1.3 | 0 | -1 | -2 | -3 | 0 | -3 | 1
COc1ccc(S(=O)(=O)NCCN2CCOCC2)cc1Br
→ 3 | -0.2 | 3 | -5 | 2 | 3 | 1 | 4 | 2
CCOC(=O)C1=NN(c2ccc([N+](=O)[O-])cc2)CC1C(=O)OC (stereo not drawn)
→ -3 | 1.7 | 2 | -8 | 4 | 1 | 2 | 0 | 1
Cc1ccc(C(=O)CSc2cnc3ccccc3n2)cc1C
→ -7 | -8.9 | 5 | -7 | 7 | 7 | -7 | 0 | -20
Cc1ccc(NC2CCCN(C(=O)Cc3nonc3C)C2)cc1C (stereo not drawn)
→ 6 | -1.5 | 2 | -6 | 0 | 1 | 1 | 3 | 3
O=C(Nc1ccc(C(=O)O)cc1)/C(=C\c1ccco1)NC(=O)c1ccco1
→ 16 | -4.2 | 17 | -15 | 11 | 4 | -7 | -2 | 5
CC(C)(C)OC(=O)N/N=C/c1c[nH]c2ccccc12
→ -5 | -5.3 | 2 | -4 | -1 | 1 | -1 | 0 | 0
Cc1c(N=c2scc(-c3ccccc3)n2CCO)c(=O)n(-c2ccccc2)n1C
→ -1 | 2.0 | 5 | 2 | 6 | -2 | 1 | -3 | 2
CN(c1ccc(C(=O)NCc2cccs2)cc1)S(=O)(=O)c1ccccc1
→ 3 | 2.3 | 6 | 0 | 5 | 1 | 2 | -4 | 3
COc1cc(NC(=O)C(F)(F)F)cc(OC)c1
→ -3 | 0.4 | 5 | -5 | -4 | -1 | -6 | 4 | 3
C=CCn1c(=O)/c(=C\c2ccsc2)s/c1=C(/C#N)C(=O)NCCN1CCOCC1
→ -8 | -46* | 0 | 2 | 11 | 3 | -1 | -1 | -1
C/C=C\C=C\C(=O)Nc1cccc(C2=NOC3(C2)C[C@H](C(N)=O)N(C(=O)c2ccccc2C(=O)c2ccccc2)C3)c1 (stereo partly drawn)
→ -6 | 1.3 | 10 | -12 | -5 | -2 | -2 | -14 | -4
Cc1ccc2nc(/C(C#N)=C\c3cc(O)ccc3[N+](=O)[O-])[nH]c2c1
→ 5 | -3.9 | 5 | 0 | 6 | 10 | -9 | 1 | 11
O=C(NCc1ccncc1)Nc1ccccc1
→ 5 | -1.8 | -1 | 0 | -6 | -3 | -3 | 0 | 2
Cc1ccc(SCCC(=O)Nc2ccc(OCc3ccccc3)cc2)cc1
→ 3 | 0.3 | 5 | -5 | -3 | 4 | -1 | 0 | 4
CC1CC(c2ccccc2)NS(=O)(=O)O1 (stereo not drawn)
→ 1 | -2.5 | 6 | 1 | 2 | 0 | -1 | 0 | -2
O=C1/C(=C/c2ccccc2[N+](=O)[O-])COc2ccccc21
→ -1 | 0.8 | -2 | 2 | 12 | -1 | 2 | 0 | 2
COc1ccc(CCN2C(=O)c3[nH]nc(-c4ccccc4O)c3C2c2cccc(Cl)c2)cc1 (stereo not drawn)
→ 6 | -1.4 | 0 | -11 | -19 | 1 | -4 | -9 | 1
CCC(CC)C(=O)N=C1SC2CS(=O)(=O)CC2N1CCc1ccc(OC)cc1 (stereo not drawn)
→ 2 | -0.7 | 0 | -1 | -1 | 0 | 6 | 1 | 2
COc1ccc(CCNC(=O)c2nnn(CC(=O)Nc3c(C)cc(C)cc3C)c2N)cc1OC
→ -5 | -0.1 | 1 | -6 | 1 | -2 | -1 | -3 | 7
c1ccc(-c2cc(-c3nnco3)c3ccccc3n2)nc1
→ 3 | -4.1 | -3 | 1 | 6 | 3 | -3 | 0 | 2
O=S(=O)(c1ccc(F)cc1)N1CCN(c2ncnc3c2cnn3-c2ccccc2)CC1
→ 2 | 1.5 | 5 | 1 | 9 | -3 | -2 | -4 | 1
Cc1ccc(NC(=O)NC2CCCN2S(=O)(=O)c2ccc(Cl)cc2)cc1 (stereo not drawn)
→ -3 | 2.4 | -3 | 5 | 5 | 0 | -3 | 2 | 11
Cc1ccc(N2C(=O)CSC2c2cccnc2)c(Cl)c1 (stereo not drawn)
→ 24 | 2.0 | -1 | -1 | 3 | -2 | 0 | -1 | 4
CCOC(=O)C1(C(F)(F)F)N=C(c2cccnc2)OC(N2CCOCC2)=N1 (stereo not drawn)
→ 3 | 0.7 | -1 | -3 | 4 | -12 | -11 | -1 | -4
Cc1ccc(N(C(=O)CNC(=O)c2ccco2)C(C(=O)NCC2CCCO2)c2ccccc2)c(C)c1 (stereo not drawn)
→ -2 | 0.8 | -1 | 7 | 1 | -10 | -2 | -1 | -4
Cc1noc(C)c1COc1ccc(C(=O)OCC(=O)NC23CC4CC(CC(C4)C2)C3)cc1
→ 5 | -2.7 | 5 | -3 | -3 | -3 | 2 | -5 | -3
CC(=O)Nc1ccc(C(=O)CN2C(=O)CSC2=O)cc1
→ -2 | 1.1 | 6 | -1 | 1 | 5 | -1 | -6 | 4
CC(=O)N(CCC(Cc1ccccc1)c1ccc2c(c1)OCO2)Cc1ccccc1F (stereo not drawn)
→ 0 | 0.7 | 1 | 15 | 2 | 0 | -2 | -2 | 0
CC(C)(C)c1nc2scc(-c3ccc(Br)cc3)c2c(=O)o1
→ 2 | -0.3 | 2 | -6 | 1 | 0 | 0 | 27* | 3
Cc1ccc(CSC2=NCCN2S(=O)(=O)c2ccc(F)cc2)cc1
→ 2 | 2.0 | 1 | 4 | -2 | -1 | -2 | -1 | 5
COCCCN(C(=O)Nc1cccc(Cl)c1)C(C)c1ccccn1 (stereo not drawn)
→ 8 | -0.9 | 1 | 2 | 6 | -1 | -2 | -3 | 7
Cc1ccc(C(=O)N2CCCCC2)cc1S(=O)(=O)N1CCCCCC1
→ 11 | 0.3 | 6 | 5 | -2 | 3 | -5 | -1 | 9
CC(Sc1nnc(-c2ccco2)n1C)C(=O)Nc1nccs1 (stereo not drawn)
→ -4 | 3.9 | -2 | 4 | 5 | -1 | -3 | 1 | -4
O=[N+]([O-])c1ccc2[nH]cc(S(=O)(=O)N3CCN(c4cccc(Cl)c4)CC3)c2c1
→ 11 | 0.7 | 10 | 11 | -10 | -3 | 0 | 10 | 1
COc1ccc(NC(=S)Nc2cc(C)[nH]n2)cc1Cl
→ -8 | -1.5 | -16 | -5 | 6 | 1 | 8 | -4 | 1
Cn1nc(C(C)(C)C)cc1NC(=O)Nc1ccc(Cl)cc1
→ 8 | -0.1 | 3 | 1 | -10 | -2 | 3 | 1 | 6
